Assay outcomes: PubChem BioAssay, National Center for Advancing Translational Sciences (NCATS)
D3 ag – qHTS of D3 Dopamine Receptor Agonist: qHTS. 410,000 compounds, 0.58% hits. max activation, %. D3R DiscoveRx beta-arrestin cells, luminescence, 90 min; in the data active = max activation above about 30%; also: 0% is about no effect; mostly tested at two doses, the higher about 12 µM
Target sequence (P35462 whole entry, looked up): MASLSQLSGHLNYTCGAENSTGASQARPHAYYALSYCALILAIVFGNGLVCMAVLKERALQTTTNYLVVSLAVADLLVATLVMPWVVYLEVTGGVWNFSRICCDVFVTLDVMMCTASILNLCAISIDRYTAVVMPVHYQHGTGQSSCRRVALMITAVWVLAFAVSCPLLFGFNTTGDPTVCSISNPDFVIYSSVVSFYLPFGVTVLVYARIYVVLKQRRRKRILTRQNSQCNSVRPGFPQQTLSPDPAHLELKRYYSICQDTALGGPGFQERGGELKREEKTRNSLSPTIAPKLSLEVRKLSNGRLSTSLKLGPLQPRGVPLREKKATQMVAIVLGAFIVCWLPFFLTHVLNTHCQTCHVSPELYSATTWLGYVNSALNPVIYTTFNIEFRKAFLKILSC
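Cells at 1500/well, incubated overnight, then treated with pinned compounds (dopamine as control) for 90 min at 37 degrees C. DiscoveRx reagent added for 30 - 60 minutes at room temperature; luminescence read.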
aSyn yeast inh – qHTS of alpha-syn Inhibitors | Yeast expressing alpha-synuclein, growth rescue, BacTiter-Glo, 24 h | Potency, µM (series often up to 46.1 µM), for the others: at the highest dose growth rescue (activation), usual class: activators | 370,000 compounds, 0.14% hits | AID 652106, 2013; also: potency is read from the fitted curve at half-maximal effect; % of control where 0% means no effect; nearly all actives have a fitted effect of over 65% in size
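Galactose-induced alpha-syn yeast (OD600=0.02, raffinose-pregrown) + pinned cpd, 24 hr, 30 deg C; growth by BacTiter-Glo luminescence. Growth restoration scores as activation.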
TDP43 rescue – qHTS of TDP-43 Inhibitors; TDP-43 expressing yeast growth rescue, BacTiter-Glo, 24 h; Potency, µM (series often up to 46.1 µM), inactives show at the top dose growth rescue (activation), actives largely listed as activators; 410,000 compounds, 1.8% hits; also: potency is read from the fitted curve at half-maximal effect; % of control where 0% means no effect; nearly all actives have a fitted effect of over 50% in size
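In this qHTS, compounds that restore growth of yeast expressing TDP-43 appear as activators. Cells (OD600=0.02, galactose medium, raffinose-pregrown) are incubated with compound 24 hr at 30 deg C and growth is quantified by BacTiter-Glo.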
Abeta yeast res – qHTS for compounds that reverse cellular toxicity of Amyloid beta (A-beta) peptide in yeast: Primary Screen; yeast expressing A-beta42, growth rescue, OD600, 48 h; response scale: 0% DMSO, 100% iron-clioquinol control; Potency, µM (titrated, usually from 46.1 µM), without a hit: at the highest dose growth rescue, actives largely listed as activators; 410,000 compounds, 0.063% hits; also: potency is read from the fitted curve at half-maximal effect; nearly all actives have a fitted effect of over 55% in size
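Yeast A-beta toxicity model in growth medium with pinned compounds, 48 h at 30 C; growth read as absorbance at 600 nm. Normalized to FeCl3/clioquinol equimolar mix (positive) and DMSO (negative).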
EPAC2 ag – qHTS for Agonist of cAMP-regulated guanine nucleotide exchange factor 4 (EPAC2): primary screen | EPAC2 activation, biochemical qHTS; response scale: 100% = 6.5 mM cAMP response | Potency, µM (highest dose often 154 µM), for inactives: at the top dose activation, hits mostly activators | 360,000 compounds, 0.079% hits | AID 720711, 2013; also: potency is read from the fitted curve at half-maximal effect; nearly all actives have a fitted effect of over 50% in size
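Compounds were added across a concentration range to EPAC2 (100 nM), RAP1B-BODIPY-GDP (250 nM) and GDP (50 uM). After 5 min at room temperature, fluorescence was recorded at 5-min intervals for 30 min.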
DRD3 antagonist – qHTS of D3 Dopamine Receptor Antagonist: qHTS; D(3) dopamine receptor (Homo sapiens), P35462; D3R cells, DiscoveRx beta-arrestin luminescence, antagonist mode; hits give low values; max response, negative = inhibition, %; 360,000 compounds, 2.5% hits; AID 652054, 2013; in the data active = max response below about -50%; inconclusive = no clear call, values can overlap the other calls; also: % is scaled to controls: 0 for no effect and ±100 for the full control effect; mostly tested at two doses, the higher about 12 µM
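Cells expressing the human receptor were seeded at 1500 cells/well, incubated overnight at 37 degrees C in 5% CO2, then exposed to library compounds with dopamine controls for 90 minutes at 37 degrees C before luminescent detection.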
FUS suppressor – qHTS for Suppressors of FUS Proteinopathy: Primary screen using FUS-linked yeast assay; S. cerevisiae FUS-expressing, growth rescue, OD600, 24 h; Potency, µM (top dose mostly 76.6 µM), for inactives: at the top dose growth rescue (activation), hits mostly activators; 390,000 compounds, 0.24% hits; AID 1347120, 2019;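 also: potency is read from the fitted curve at half-maximal effect; plate controls were DMSO vehicle for no effect and reference control for full effect; nearly all actives have a fitted effect of over 55% in size; some results filed as inactive show a strong effect at the top dose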
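FUS-expressing yeast, raffinose-pregrown, induced in 2% galactose minimal medium at OD 0.005; compounds in a dilution series, 24hr at 30C. Growth restoration read as absorbance at 600 nm. CP55940 positive control, DMSO negative.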
EPAC2 antag – qHTS for Antagonist of cAMP-regulated guanine nucleotide exchange factor 2 (EPAC2): primary screen | 360,000 compounds, 0.18% hits | EPAC2 GEF exchange of Rap1B-BODIPY-GDP, fluorescence | Potency, µM (doses to about 114 µM), for inactives: top-dose activity, negative = inhibition, actives largely listed as inhibitors; also: potency is read from the fitted curve at half-maximal effect; % is scaled to controls: 0 for no effect and ±100 for the full control effect; nearly all actives have a fitted effect of over 45% in size; many of its hits are not listed in these tables
The depositor's hits bear a star; u = inconclusive; x = not tested or not shown; & = joins results of further samples; [ ] = remark or other dose. Unless noted, calls follow the shape of the dose curve; as a rule, active = well fitted curve in the direction sought with a large enough effect; inconclusive = small, poorly fitted or top-dose-only effect, or another doubt; inactive = no such curve, though single readings can be large; an effect the other way counts as inactive or inconclusive.

SMILES	D3 ag	aSyn yeast inh	TDP43 rescue	Abeta yeast res	EPAC2 ag	DRD3 antagonist	FUS suppressor	EPAC2 antag
CCOC(=O)CSc1nc2c(c(=O)[nH]c(=O)n2C)n1C/C=C(/C)Cl	9	-18%	-5%	-12%	-13%	12	-6%	-3%
CC(C)c1c(C(=O)N/N=C/c2ccsc2)nnn1-c1nonc1N	1	-9%	8%	-6%	14%	-12	-15%	-5%
COc1ccc(N2C(=O)[C@@H]3[C@H](C2=O)[C@H]2C=CC=NN2[C@@H]3C(=O)Nc2ccc(Cl)cc2)cc1	-1	8%	-2%	25%	14%	10	u	5%
CN(CC(=O)Nc1ccc(Cl)cc1)C(=O)c1cccc(S(=O)(=O)N(C)C)c1	-9	-7%	-14%	-13%	9%	17	13%	1%
COCCNS(=O)(=O)c1cc(F)ccc1OC	-2	-4%	-3%	-4%	-8%	18	4%	7%
COc1ccc(NC(=O)C(C)SCc2ccccc2)cc1 (stereo not given)	-1	5%	25%	10%	7%	10	-3%	1%
Cc1ccc(S(=O)(=O)N2CCCC2CNC(=O)C(=O)NC2CCCC2)cc1 (stereo not given)	-5	-1%	-10%	-5%	-1%	6	14%	2%
Cc1ccccc1Cn1c(=O)n(CCCCC(=O)NCCc2ccccc2)c(=O)c2ccccc21	-14	x	6%	-4%	x	x	-30%	x
CSc1nc(N(C)NC(=O)c2cccc(C)c2)c2ccccc2n1	-10	-3%	1%	-4%	5%	-20	4%	8%
COc1ccccc1N1CCN(C(=O)c2oc3ccccc3c2NC(=O)C(C)Oc2ccccc2)CC1 (stereo not given)	9	x	23%	-3%	x	x	-20%	x
Cn1ncc(Br)c1NC(=O)Nc1ccc(Cl)cc1	-4	-1%	-7%	-6%	-1%	-6	-10%	4%
CCN(CC)c1ccc(CN2CCCCCC2)cc1	-23	7%	25%	5%	10%	u	x	7%
COc1ccc(Oc2ccc(-c3ccn[nH]3)cc2)cc1	30	-1%	4%	8%	11%	10	11%	-1%
COCCn1c(SCC(=O)Nc2cc(OC)ccc2OC)nc2c(c1=O)SC(C)C2 (stereo not given)	0	-2%	-19%	-3%	2%	9	11%	-12%
Cc1ccccc1-c1nc(CN2CCC(C(=O)NCC3CCCO3)CC2)c(C)o1 (stereo not given)	-7	-2%	-14%	-10%	16%	4	16%	-3%
CC(C)C[C@H](NC(=O)c1nc[nH]c1C(=O)N[C@@H](CC(C)C)C(=O)OC(C)(C)C)C(=O)OCc1ccccc1	-18	11%	19%	6%	-12%	u	34%	-20%
C(=C\c1ccccc1)/CN1CCN(Cc2ccc3c(c2)OCO3)CC1	-12	1%	-7%	-3%	7%	-61*	10%	-2%
CCC1=C(OC(=O)N(CC)CC)N2C(=O)OC(=NCCc3c[nH]c4ccccc34)[C@]2(Cc2ccccc2)[C@H]2C1=CC[C@H]1C(=O)N(c3ccccc3)C(=O)[C@H]12	-12	10%	-37%[inhibitor]	-5%	-3%	-16	u	6%
O=C(NCCN1CCOCC1)C1CC(=O)N(c2ccc(Cl)cc2)C1 (stereo not given)	-13	-3%	-5%	9%	8%	2	7%	7%
CCOc1ccc(NC(=O)CSc2ccc(-c3sc(-c4ccccc4)nc3C)nn2)cc1	9	x	14%	1%	x	x	-18%	x
CC(C)c1ccc(NC(=O)C2C3C=CC4(CN(CCCN5CCOCC5)C(=O)C24)O3)cc1 (stereo not given)	2	1%	-7%	26%	0%	3	14%	19%
C[C@@H]1COC(=O)[C@@H](CC(=O)OC(C)(C)C)C/C=C\C[C@@H](CC(=O)NCCO)C(=O)N1	12	-12%	16%	6%	4%	5	-6%	6%
COc1c(N2CCN[C@H](C)C2)c(F)cc2c(=O)c(C(=O)O)cn(C3CC3)c12	1	0%	6%	-31%	2%	16	-17%	1%
O=C(OCC(=O)N1CCCC1)c1cc(=O)c2ccccc2o1	-5	-1%	-18%	-18%	-3%	-20	-5%	0%
CSc1cccc(NC(=S)N2CCC(N(C)C3CCCCC3C)CC2)c1 (stereo not given)	-6	2%	-4%	0%	0%	10	6%	-1%
Cc1c(OCC(=O)NCc2cccnc2)ccc2c3c(c(=O)oc12)CCC3	1	3%	11%	x	1%	5	-9%	6%
CN1CCN(c2ccc(NC(=O)CSc3ccccc3)cc2F)CC1	-5	-16%	15%	21%	-18%	u	-6%	3%
Cc1noc(C)c1COC(=O)COc1ccc(-c2ccccc2)cc1	8	10%	17%	28%	12%	7	24%	-16%
CC(C)Cn1c(CCCNC(=O)c2ccc(F)cc2)nc2ccccc21	-10	0%	20%	2%	4%	-4	-12%	-3%
CCc1cc2c(C)ccc(C)c2nc1SCC(=O)Nc1cc(C)on1	11	1%	-1%	-3%	-10%	14	-11%	3%

Shown field by field: entries from further up.
canonical_smiles: CN1CCN(c2ccc(NC(=O)CSc3ccccc3)cc2F)CC1
  D3 ag: -5 | aSyn yeast inh: -16% | TDP43 rescue: 15% | Abeta yeast res: 21% | EPAC2 ag: -18% | DRD3 antagonist: u | FUS suppressor: -6% | EPAC2 antag: 3%
canonical_smiles: Cc1noc(C)c1COC(=O)COc1ccc(-c2ccccc2)cc1
  D3 ag: 8 | aSyn yeast inh: 10% | TDP43 rescue: 17% | Abeta yeast res: 28% | EPAC2 ag: 12% | DRD3 antagonist: 7 | FUS suppressor: 24% | EPAC2 antag: -16%
canonical_smiles: CC(C)Cn1c(CCCNC(=O)c2ccc(F)cc2)nc2ccccc21
  D3 ag: -10 | aSyn yeast inh: 0% | TDP43 rescue: 20% | Abeta yeast res: 2% | EPAC2 ag: 4% | DRD3 antagonist: -4 | FUS suppressor: -12% | EPAC2 antag: -3%

Continuation.
SMILES	D3 ag	aSyn yeast inh	TDP43 rescue	Abeta yeast res	EPAC2 ag	DRD3 antagonist	FUS suppressor	EPAC2 antag
C=C(C)CNC(=S)N/N=C(\C)c1ccc(OC)cc1	-1	-7%	u	7%	7%	3	x	11%
CN(Cc1ccccc1Cl)C(=O)c1cc2ccccc2o1	-7	-37%[inhibitor]	14%	-3%	24%	-26	50%	-18%
Cc1cc(NC(=O)Cn2c(=O)oc3ccc(Cl)cc32)no1	-11	-6%	3%	x	3%	-18	-3%	3%
O=C(CN1CCCCC1)Nc1nc(-c2ccccc2)cs1	-8	-2%	-11%	-5%	17%	1	25%	2%
CC(C)n1c(-c2ccncc2)n[nH]c1=S	5	1%	20%	6%	10%	-1	-13%	2%
CCOc1ccc(N(CC(=O)Nc2ccccc2CC)S(=O)(=O)c2c(C)noc2C)cc1	-21	x	12%	-11%	x	x	39%	x
Cn1nnc(NC(=O)CSc2ccc(Cl)cc2)n1	-1	1%	22%	-16%	-5%	10	29%	13%
CC(NC(=S)NC(=O)c1ccccc1Br)c1ccccc1 (stereo not given)	6	9%	0%	u	20%	5	16%	-14%
COC(=O)c1ccc(/C=N/NC(=O)c2cccc(F)c2)cc1	3	0%	1%	21%	11%	-17	-4%	-12%
CCN(CC(=O)Nc1ccc(NC(C)=O)cc1)C(=O)c1cc2ccccc2oc1=O	16	2%	17%	-3%	11%	5	5%	1%
O=C(O)c1ccc(-c2noc(-c3ccccc3C(F)(F)F)n2)cc1	x	x	x	0%	7%	x	1%	18%
Cc1ccc(CNC(=O)CNC(=S)N(Cc2ccccc2)Cc2ccccc2F)cc1	-8	-1%	-3%	2%	5%	-29	30%	-24%
Cc1ccc(Cl)cc1NC(=O)c1oc2ccc(S(=O)(=O)N3CCCCCC3)cc2c1C	0	x	13%	-12%	x	x	-17%	x
CC1CCN(S(=O)(=O)c2ccc(NC(=O)CSc3nnnn3C)cc2)CC1	-5	-1%	2%	1%	1%	-2	14%	-5%
Cc1c(C(=O)Nc2nccs2)oc2c(Cl)cccc12	9	0%	-3%	-14%	3%	14	-3%	5%
Fc1ccc(NC(=S)Nc2nccs2)cc1	4	-12%	22µM*	u	9%	18	16%	-6%
O=S(=O)(NCc1ccccc1)c1cccc2nsnc12	2	14%	-22%	-12%	5%	2	17%	17%
CCCc1ccc(S(=O)(=O)N(C)S(=O)(=O)c2ccc(F)cc2)cc1	0	-5%	-9%	23%	14%	-11	6%	-7%
Cc1ccc(C)c(N2CCN(C(=O)c3cc(C)nc4c3c(C)nn4-c3ccccc3)CC2)c1	-12	x	9%[9.22 µM]	-17%	x	x	u	x
CCOC(=O)N1CCN(c2nc3ccccn3c(=O)c2C=O)CC1	-2	-8%	29%	-2%	5%	0	13%	2%
Cc1ccc2c(Cl)cc(Cl)c(OCC(=O)N3CCCC3)c2n1	5	-1%	7%	17%	-1%	3	-1%	7%
CSc1nc2ccccc2s1	-5	-7%	5%	-6%	10%	55	-16%	-7%
CCc1nn(CC(=O)NCCCOC)c(=O)c2cc3occc3n12	-4	x	-11%	-18%	x	x	-14%	x
Cc1cccc(CSCC(=O)N2CCN(S(=O)(=O)c3ccccc3C#N)CC2)c1	-5	1%	u	9%	7%	-19	27%	-4%
Cc1c(C(=O)NCCSCc2c(F)cccc2Cl)cnn1-c1ccc(F)cc1	-8	9%	-1%	-15%	16%	-15	38%	2%
CCCCN1CC(N2CCN(C3CCN(C)CC3)CC2)CS1(=O)=O (stereo not given)	3	-8%	16%	-7%	-2%	9	-25%	9%
COc1ccccc1C(=O)Nc1ccc2c(c1)nc(CN1CCCCC1)n2C	-4&2	6%	1%&9%	-9%&-3%	-8%	2	14%&18%	1%
CCOC(=O)/C(=N\Nc1ccccc1[N+](=O)[O-])c1csc(Nc2ccccc2)n1	-3	-13%	-5%	-2%	0%	4	10%	-1%
CC#CCN1c2ccccc2[C@]23C[C@@H](C(=O)OC)N(C(=O)NC(C)(C)C)C2=NC(C(=O)OC)=C(C(=O)OC)[C@H]13	-10	1%	9%	1%	1%	5	u	10%
COc1cc(NC(=O)CSc2nc3ccccc3cc2Cc2ccccc2)cc(OC)c1	-10	4%	0%	4%	6%	5	16%	-1%
CCn1c(SCC(=O)Nc2nccs2)nnc1C1CC1	-12	-2%	11%	7%	7%	4	3%	-5%
COc1cc(C(O)c2nc(-c3ccc(F)cc3OC)cs2)ccc1F (stereo not given)	9	u	25µM*	-1%	7%	9	-18%	-28%

The list is partial; count on the stated rates, not on these rows.
